U2OS ROS induce = ROS inducers in U2OS cancer cells, primary screen, cell-based, H2DCF-DA fluorescence | U2OS ROS induction | ROS induction (% of piperlongumine), % at 10 µM | actives 2% (n = 46,000) | AID 624156, 2012; in the data active = ROS induction above about 79%, passing the limit was not always enough; inconclusive = no clear call, values can overlap the other calls;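 also: 0% = DMSO vehicle median and 100% = reference compound median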
* = called active by the depositor; u = inconclusive.

canonical_smiles	U2OS ROS induce
CN(C)c1nc(Oc2ccc(OCCOc3ccccc3)nn2)nc(N(C)C)n1	-1
N=c1n(CC(=O)c2ccc(Cl)c(Cl)c2)c2ccccc2n1Cc1ccccc1	4
CCc1nc(NCC(C)C)c(C#N)c2c1CCCC2	0
CNC[C@H]1Oc2ccc(NC(=O)Nc3ccc(OC)cc3)cc2CC(=O)N([C@H](C)CO)C[C@H]1C	-3
C=CCOC(Cn1ccnc1)c1ccc(Cl)cc1Cl (stereo unspecified)	-5
C[C@H](CO)N1C[C@H](C)[C@H](CN(C)Cc2ccc3c(c2)OCO3)Oc2c(NS(=O)(=O)c3ccccc3)cccc2C1=O	2
C[C@@H]1CN([C@@H](C)CO)C(=O)Cc2cc(NC(=O)Cc3ccccc3)ccc2O[C@@H]1CN(C)S(=O)(=O)c1ccc(Cl)cc1	12
C[C@@H]1CN([C@H](C)CO)C(=O)Cc2cc(NC(=O)CCN3CCOCC3)ccc2O[C@@H]1CN(C)C(=O)Nc1ccccc1	1
c1ccc(-c2csc3ncnc(NCC4CCCO4)c23)cc1 (stereo unspecified)	36
CC1(C)CC2CC(C)(CN2C(=O)Nc2ccc3snnc3c2)C1 (stereo unspecified)	-1
O=C(OCc1ccccc1)Oc1cncc(C(=O)O)c1	9
CSc1nsc(SCCN2C(=O)c3ccccc3C2=O)n1	-5
Cc1cccc(NC(=O)CSc2nnc(-c3ccc(Br)cc3)o2)c1C	2
O=C(COc1ccc(Br)cc1)Nc1ccc2oc(-c3ccc(F)cc3)nc2c1	-1
COc1ccc(NC(=O)N(C)C[C@H]2OCCCC[C@@H](C)Oc3ccc(NS(=O)(=O)c4ccc(F)cc4)cc3C(=O)N([C@H](C)CO)C[C@@H]2C)cc1	7
COc1ccc(NC(=O)N(C)C[C@@H]2Oc3ccc(NC(=O)C4CCCCC4)cc3C(=O)N([C@@H](C)CO)C[C@@H]2C)cc1	7
CC(=O)OC/C=C(\CO)CC/C=C(\C)CC/C=C(\CC/C=C(\C)COC(C)=O)C(=O)O	37
C[C@@H]1CN([C@H](C)CO)C(=O)c2cc(NC(=O)Cc3cn(C)c4ccccc34)ccc2O[C@H]1CN(C)C(=O)Nc1cccc2ccccc12	9
Cc1onc(-c2ccccc2)c1C(=O)NCc1ccc2c(c1)OCO2	38
Cc1noc(C)c1NC(=O)N(C)C[C@H]1Oc2ccc(NS(=O)(=O)c3c(C)noc3C)cc2C(=O)N([C@H](C)CO)C[C@H]1C	-9
Cn1c(SCC(=O)c2ccccc2)nnc1C(F)(F)F	-8
Cc1noc(C)c1S(=O)(=O)N(C)C[C@@H]1Oc2ccc(NC(=O)Cc3cn(C)c4ccccc34)cc2CC(=O)N([C@H](C)CO)C[C@@H]1C	2
C[C@H]1CN([C@@H](C)CO)C(=O)c2cccc(NC(=O)c3cnccn3)c2O[C@H]1CN(C)S(=O)(=O)c1cn(C)cn1	-1
C[C@@H]1CN([C@@H](C)CO)C(=O)c2cccc(NS(=O)(=O)c3ccc(Cl)cc3)c2O[C@H]1CN(C)C(=O)Nc1ccc2c(c1)OCO2	6
CNC[C@@H]1Oc2ccc(NS(=O)(=O)c3ccc(F)cc3)cc2CC(=O)N([C@H](C)CO)C[C@@H]1C	4
COc1ccc(NC(=O)N(C)C[C@@H]2Oc3ccc(NC(=O)Cc4ccccc4)cc3C(=O)N([C@@H](C)CO)C[C@H]2C)cc1	-7
C[C@H]1CN([C@@H](C)CO)C(=O)c2cccc(NC(=O)Nc3ccc4c(c3)OCO4)c2O[C@H]1CN(C)CC1CCCCC1	0
CNC[C@H]1Oc2c(NC(=O)c3nc4ccccc4s3)cccc2C(=O)N([C@H](C)CO)C[C@H]1C	3
Cc1ccc(NC(=O)CN(c2ccc(C)c(Cl)c2)S(C)(=O)=O)c(C)c1	0
C=CCNc1nc(C)nc(OC)n1	-1

Looked up by structure from the entries so far:
canonical_smiles	U2OS ROS induce
CC(=O)OC/C=C(\CO)CC/C=C(\C)CC/C=C(\CC/C=C(\C)COC(C)=O)C(=O)O	37
C[C@H]1CN([C@@H](C)CO)C(=O)c2cccc(NC(=O)Nc3ccc4c(c3)OCO4)c2O[C@H]1CN(C)CC1CCCCC1	0

Molecules above that have an aryl thioether with sulfur outside any ring, in the order listed:
canonical_smiles	U2OS ROS induce
CSc1nsc(SCCN2C(=O)c3ccccc3C2=O)n1	-5
Cc1cccc(NC(=O)CSc2nnc(-c3ccc(Br)cc3)o2)c1C	2
Cn1c(SCC(=O)c2ccccc2)nnc1C(F)(F)F	-8

(cont.)
canonical_smiles	U2OS ROS induce
COc1ccc(CN(C)C[C@H]2Oc3ccc(NC(=O)Nc4ccc5c(c4)OCO5)cc3CC(=O)N([C@H](C)CO)C[C@H]2C)cc1	-2
C=CCn1c(SCC(N)=O)nnc1-c1ccco1	-5
COc1ccccc1NC(=O)Cn1c(=O)n2nc(C)nc2c2ccccc21	-2
CNC[C@@H]1Oc2ccc(NS(=O)(=O)c3ccccc3)cc2C(=O)N([C@@H](C)CO)C[C@@H]1C	-5
C[C@@H]1CN([C@H](C)CO)C(=O)Cc2cc(NC(=O)Cc3ccccc3)ccc2O[C@@H]1CN(C)C(=O)Nc1ccc(F)cc1	3
C[C@@H]1CCCCO[C@@H](CN(C)S(=O)(=O)c2ccc(Cl)cc2)[C@@H](C)CN([C@H](C)CO)C(=O)c2cc(NS(=O)(=O)c3cn(C)cn3)ccc2O1	-2
COc1cc(C2OC[C@@H]3[C@@H](c4cc(OC)c(O)c(OC)c4)OC[C@H]23)cc(OC)c1O (stereo partly specified)	2
COc1ccc(S(=O)(=O)Nc2ccc3c(c2)C(=O)N([C@@H](C)CO)C[C@H](C)[C@@H](CN(C)Cc2ccc(C(=O)Nc4ccccc4N)cc2)O3)cc1	-2
C[C@H](CO)N1C[C@H](C)[C@@H](CN(C)S(C)(=O)=O)Oc2ccc(NC(=O)Nc3ccc4c(c3)OCO4)cc2C1=O	31
CC(C)NC(=O)Nc1cccc2c1O[C@@H](CN(C)S(=O)(=O)c1ccccc1)[C@H](C)CN([C@@H](C)CO)C2=O	-5
O=C(CSc1nc(-c2ccc(Cl)cc2)cc(C(F)(F)F)n1)c1ccccc1	11
COC(=O)c1cc2c(s1)-c1cc(Cl)ccc1SC2	-5
CC(NC(=O)Nc1ncccn1)(C(F)(F)F)C(F)(F)F	-16
Cc1ccccc1/C=N/NC(=O)c1ccccc1O	-21
Cc1[nH]c(=S)c(C#N)c(C)c1CCC#N	-3
O=C(NCc1ccccn1)c1nn2c(C(F)(F)F)cc(-c3ccccc3)nc2c1Cl	14
Cc1noc(C)c1S(=O)(=O)Nc1ccc2c(c1)C(=O)N([C@H](C)CO)C[C@@H](C)[C@@H](CN(C)C(=O)Nc1ccc(F)cc1)O2	-8
O=C(CCCn1ncn2c(cc3occc32)c1=O)N1CCCCC1	1
C[C@H]1CN([C@@H](C)CO)C(=O)CCCn2nncc2CO[C@H]1CN(C)Cc1cccc2c1OCCCO2	-10
C[C@@H]1CN([C@H](C)CO)C(=O)c2cccc(NC(=O)C3CC3)c2O[C@@H]1CN(C)S(C)(=O)=O	-7
C[C@@H]1CN([C@H](C)CO)C(=O)c2cc(NS(=O)(=O)c3ccc(Cl)cc3)ccc2O[C@H]1CN(C)Cc1ccc(C(=O)Nc2ccccc2N)cc1	-9
COc1ccc(NC(=O)N(C)C[C@H]2Oc3ccc(NC(=O)Nc4cccc5ccccc45)cc3CC(=O)N([C@H](C)CO)C[C@H]2C)cc1	12
CC(NC(=O)c1ccc(C(C)(C)C)cc1)C(=O)O (stereo unspecified)	-3
C[C@@H]1CN([C@@H](C)CO)C(=O)c2cc(NS(=O)(=O)c3cccs3)ccc2O[C@H]1CN(C)S(=O)(=O)c1ccccc1	22
O=C1c2ccc(O)cc2C(=O)c2ccc(O)cc21	2
CNS(=O)(=O)c1ccc(C(F)(F)F)cc1S(=O)c1ccccc1C(=O)O (stereo unspecified)	-3
Cc1noc(C)c1S(=O)(=O)Nc1ccc2c(c1)C(=O)N([C@@H](C)CO)C[C@H](C)[C@H](CN(C)Cc1ccncc1)O2	-14
COC(OC)(C(=O)c1ccccc1)c1ccccc1	0
C[C@H](CO)N1C[C@H](C)[C@H](CN(C)S(=O)(=O)c2ccc(F)cc2)Oc2ncc(C#CC(C)(C)O)cc2C1=O	1
Fc1cnc(Nc2cccc(Br)c2)nc1Nc1cccc(Br)c1	13
C[C@H]1CN([C@@H](C)CO)C(=O)Cc2cc(NC(=O)Nc3ccccc3)ccc2O[C@@H]1CN(C)Cc1ccc(Cl)c(Cl)c1	69
CNC[C@H]1Oc2ccc(NS(=O)(=O)c3cn(C)cn3)cc2C(=O)N([C@H](C)CO)C[C@H]1C	-3
CS(=O)(=O)NCCCNc1ccc(C(F)(F)F)cc1[N+](=O)[O-]	-3
Cc1cc(C(=O)Nc2cccc3c2O[C@H](CN(C)Cc2ccc(C(=O)Nc4ccccc4N)cc2)[C@@H](C)CN([C@H](C)CO)C3=O)n(C)n1	130*
O=C(NCc1ccc(F)cc1)[C@H]1C[C@H]2C(=O)N[C@@H](Cc3ccccc3)C(=O)N2[C@H]1c1ccc(O)cc1	18
Cc1ccc(-n2nnc3c(SCC(=O)NCc4ccccc4Cl)ncnc32)cc1	38
O=C1CCC(=O)N1c1ccccc1-c1ccccc1	-4
C[C@@H]1CN([C@H](C)CO)C(=O)c2cc(N(C)C)ccc2O[C@@H]1CN(C)S(=O)(=O)c1ccccc1	-7
Cc1noc(C)c1S(=O)(=O)Nc1ccc2c(c1)CC(=O)N([C@H](C)CO)C[C@H](C)[C@H](CN(C)C(=O)NC1CCCCC1)O2	-1
CC(C)(C)OC(=O)N1CCC[C@H]1/C=N/NC(=O)c1ccc(C(=O)NO)cc1	-11
C[C@@H]1CCCCO[C@@H](CN(C)C(=O)NC2CCCCC2)[C@@H](C)CN([C@H](C)CO)C(=O)c2cc(NC(=O)Nc3ccc4c(c3)OCO4)ccc2O1	5
CCN(CC)S(=O)(=O)c1ccc2c(c1)c(=O)c(C(=O)O)cn2C	-3
COc1cccc(N2C(=O)C(CC(=O)Nc3ccc(F)cc3)N(C3CCCCC3)C2=O)c1 (stereo unspecified)	-6
CC(C)Cc1ccc(C(C)C(=O)NC(C)Cc2c[nH]c3ccccc23)cc1 (stereo unspecified)	-11
C[C@H](CO)N1C[C@H](C)[C@@H](CN(C)C(=O)Nc2ccc(C(F)(F)F)cc2)Oc2c(cccc2N(C)C)C1=O	4
C[C@H]1CN([C@@H](C)CO)C(=O)Cc2cc(NC(=O)Nc3ccc4c(c3)OCO4)ccc2O[C@@H]1CN(C)C(=O)Nc1ccc(F)cc1	-5
C[C@H](CO)N1C[C@H](C)[C@H](CN(C)S(C)(=O)=O)Oc2c(NC(=O)Nc3ccc(C(F)(F)F)cc3)cccc2C1=O	0
CC(C)NC(=O)Nc1ccc2c(c1)C(=O)N([C@H](C)CO)C[C@@H](C)[C@@H](CN(C)S(=O)(=O)c1cn(C)cn1)O2	-11
COC(=O)CCCCCCC(=O)N/N=C/c1cc(Cl)cc(Cl)c1O	14
C[C@@H]1CCCCO[C@@H](CN(C)Cc2ccc3c(c2)OCO3)[C@@H](C)CN([C@H](C)CO)C(=O)c2cc(NC(=O)c3ccncc3)ccc2O1	9
O=C(O)CC(Cn1[nH]nnc1=S)c1ccccc1 (stereo unspecified)	-12
C[C@H](CO)N1C[C@H](C)[C@@H](CN(C)Cc2ccccc2)Oc2ccc(NS(=O)(=O)c3cccs3)cc2C1=O	25
CC(=O)Nc1ccc(Nc2ncnc3c2c(-c2ccccc2)cn3-c2cccc(C)c2)cc1	97*
C[C@@H]1CN([C@@H](C)CO)C(=O)c2cccc(NS(=O)(=O)c3ccc(F)cc3)c2O[C@H]1CN(C)C	-1
C[C@@H]1CN([C@H](C)CO)C(=O)c2cc(NC(=O)CCCCCC(=O)Nc3ccccc3N)ccc2O[C@H]1CN(C)S(=O)(=O)c1cccs1	46
O=C(O)c1ccccc1Sc1ccccc1S(=O)(=O)NC12CC3CC(CC(C3)C1)C2	-2
COc1ccc(S(=O)(=O)Nc2ccc3c(c2)C(=O)N([C@H](C)CO)C[C@@H](C)[C@@H](CN(C)C(=O)NC(C)C)O3)cc1	-1
CCOC(=O)CSc1sc(C(=O)OCC)c2c1S(=O)(=O)N(C)c1ccccc1-2	112*
C[C@@H]1CN([C@H](C)CO)C(=O)CCCn2cc(nn2)CO[C@@H]1CN(C)CC1CCCC1	-5
COc1c(OC2OC(CO)C(O)C(O)C2O)cc(O)c2c1OC(c1ccccc1)CC2=O (stereo unspecified)	u

Following part
canonical_smiles	U2OS ROS induce
C[C@@H]1CN([C@@H](C)CO)C(=O)c2cccc(NC(=O)CCCCCC(=O)Nc3ccccc3N)c2O[C@@H]1CN(C)S(=O)(=O)c1ccccc1	15
C[C@@H]1CN([C@@H](C)CO)C(=O)c2cccc(NC(=O)c3nc4ccccc4s3)c2O[C@H]1CN(C)S(=O)(=O)c1ccc(Cl)cc1	80*
O=C(NCC(c1cccnc1)N1CCN(Cc2ccccc2)CC1)c1ccccc1 (stereo unspecified)	-3
C[C@@H]1CCCCO[C@H](CN(C)Cc2ccc(Cl)c(Cl)c2)[C@@H](C)CN([C@H](C)CO)C(=O)c2cc(NC(=O)Nc3cccc4ccccc34)ccc2O1	6
Cc1ccc(S(=O)(=O)N(C)C[C@H]2Oc3ccc(NS(=O)(=O)c4ccc(F)cc4)cc3C(=O)N([C@H](C)CO)C[C@H]2C)cc1	-2
CCN(CC)C(=O)c1sc2nc3c(cc2c1N)CCCCC3	-6
O=c1c(O)c(-c2ccccc2)oc2cc(O)ccc12	-6
C[C@@H]1CN([C@@H](C)CO)C(=O)Cc2cc(NC(=O)NC3CCCCC3)ccc2O[C@@H]1CN(C)Cc1ccc(C(=O)O)cc1	-14

This is a subset; the hit share may differ from the screen's.
